High-throughput results deposited in PubChem BioAssay by National Center for Advancing Translational Sciences (NCATS).
RGS4 inh: blocks human RGS4-accelerated GTP hydrolysis. 0.039% of 390,000 active. Transcreener GDP fluorescence polarization, RGS4-accelerated GTP hydrolysis. P49798. AID 504845. Potency, µM (highest dose often 114 µM), for the others: top-dose activity change, negative = inhibition, hits mostly inhibitors; note: % is set by controls: 0 for no effect and ±100 for the full control effect; nearly all actives have a fitted effect of over 75% in size; some results filed as inactive show a strong effect at the top dose
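MLSMR compounds (23 nl, pin-transferred) preincubated 10 min at room temperature with a 500nM (2x) first reagent, then RGS4 at 900nM (2x) plus Transcreener GDP mix added; fluorescence polarization (620/688 nm) read before and after 90 min at 30 °C.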
Vif-APOBEC3F blk: blocks the Vif interaction with APOBEC3F. 0.2% of 390,000 active. HeLa A3F-eYFP + Vif (tagged APOBEC3F with the HIV-1 protein that degrades it), YFP fluorescence increase. Potency, µM (top dose mostly 46.1 µM), inactives show at the highest dose activity, negative = active. AID 602313; note: % of control where 0% means no effect; nearly all actives have a fitted effect of over 65% in size
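HeLa cells stably expressing Vif plus C-terminally eYFP-tagged A3F were seeded, incubated overnight at 37 deg C, dosed with compound, incubated overnight again at 37 deg C. Yellow fluorescence (Ex 488/Em 500-530) reported blocked Vif-mediated A3F-eYFP degradation.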
ALOX12 inh: blocks human arachidonate 12S-lipoxygenase. P18054. purified 12hLO, xylenol orange hydroperoxide absorbance. Potency, µM (top dose mostly 108 µM), for the others: at the highest dose activity change, negative = inhibition, most hits filed as inhibitors. 1.1% of 580,000 active; note: % is set by controls: 0 for no effect and ±100 for the full control effect
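Purified human 12hLO at 150 nM in 25 mM Hepes, 0.01% Triton X-100, pH 7.0, preincubated 15 min at room temperature with compound. Reaction started with 40 uM arachidonic acid, 30 min at room temperature. Hydroperoxide measured by Fe-xylenol orange, 573/405 nm absorbance ratio.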
rTrxR1 inhibitor: inhibitors of rat thioredoxin reductase 1; O89049; recombinant rTrxR1, NADPH fluorescence consumption, selenite substrate; Potency, µM (series often up to 114 µM), for the others: top-dose activity change, negative = inhibition, actives largely listed as inhibitors; 1% of 390,000 active; AID 588453; note: % is set by controls: 0 for no effect and ±100 for the full control effect; nearly all actives have a fitted effect of over 65% in size
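Rat TrxR1 (90 nM in the dispensed reagent) was pre-reduced with 400 uM NADPH for 5 min at room temperature, then incubated with compound for 15 min. After 400 uM selenite was added, NADPH fluorescence (Ex 340/Em 450 nm) was followed for 8 min.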
IDH1 R132H inh: human IDH1 R132H inhibition. Potency, µM (series often up to 76.6 µM), for the others: at the highest dose activity change, negative = inhibition, most hits filed as inhibitors. O75874. IDH1-R132H enzyme, NADPH consumption, diaphorase/resazurin fluorescence. 0.093% of 390,000 active; note: % is set by controls: 0 for no effect and ±100 for the full control effect; nearly all actives have a fitted effect of over 65% in size
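IDH1-R132H (0.5 ug/mL) preincubated 30 min with compound, then NADPH (0.016 mM) and alpha-KG (2 mM) added; 80 min at RT, pH 7.5. Remaining NADPH coupled via diaphorase/resazurin to fluorescence (540/590 nm); concentration-response curves normalized to no-enzyme control.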
RXFP1 ag: agonists of human relaxin receptor RXFP1; Potency, µM (highest dose often 57.5 µM), without a hit: at the highest dose activation, most hits filed as activators; AID 2676; 0.3% of 370,000 active; HEK293T-RXFP1 cAMP TR-FRET, 30 min; response scale: percent of porcine relaxin response, buffer zero; note: % is set by controls: 0 for no effect and ±100 for the full control effect; nearly all actives have a fitted effect of over 60% in size; many of its hits are not listed in these tables
Target sequence (Q9HBX9 whole entry, looked up): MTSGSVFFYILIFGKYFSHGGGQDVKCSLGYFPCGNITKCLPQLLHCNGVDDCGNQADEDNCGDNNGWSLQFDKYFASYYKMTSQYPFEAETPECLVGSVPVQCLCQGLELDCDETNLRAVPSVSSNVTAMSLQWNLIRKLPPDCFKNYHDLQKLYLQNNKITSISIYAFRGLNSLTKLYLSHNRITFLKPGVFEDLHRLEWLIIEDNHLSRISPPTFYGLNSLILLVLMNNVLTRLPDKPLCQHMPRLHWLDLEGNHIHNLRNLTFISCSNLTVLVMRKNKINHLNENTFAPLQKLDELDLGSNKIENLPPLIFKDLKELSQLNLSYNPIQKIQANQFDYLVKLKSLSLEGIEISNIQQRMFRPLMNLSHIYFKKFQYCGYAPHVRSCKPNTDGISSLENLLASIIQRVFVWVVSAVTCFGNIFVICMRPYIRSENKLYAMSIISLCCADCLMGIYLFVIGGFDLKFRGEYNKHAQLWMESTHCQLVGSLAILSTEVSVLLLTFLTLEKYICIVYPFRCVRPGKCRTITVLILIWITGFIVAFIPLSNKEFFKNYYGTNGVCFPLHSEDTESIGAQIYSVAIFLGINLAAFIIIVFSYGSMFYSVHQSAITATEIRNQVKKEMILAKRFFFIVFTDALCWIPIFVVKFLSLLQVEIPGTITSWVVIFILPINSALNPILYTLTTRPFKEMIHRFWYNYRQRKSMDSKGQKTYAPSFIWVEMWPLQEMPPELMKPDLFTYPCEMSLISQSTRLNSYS
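cAMP rise read by TR-FRET after 30 min, 37C compound exposure (up to 58 uM) in RXFP1-transfected HEK293 cells with Ro 20174 present. EC50 from Hill-equation fits, with 29 nM porcine relaxin as 100% and buffer as basal.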
USP1-UAF1 inh: inhibitors of human USP1/UAF1 deubiquitinase | 0.23% of 390,000 active | recombinant USP1/UAF1, Ub-Rhodamine cleavage fluorescence | AID 743255 | Potency, µM (series often up to 57.1 µM), for the others: top-dose activity change, negative = inhibition, usual class: inhibitors; note: % is set by controls: 0 for no effect and ±100 for the full control effect; nearly all actives have a fitted effect of over 60% in size; inactives centre near -12
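USP1/UAF1 complex (1 nM) preincubated 15 min at room temperature with compound, then Ub-Rho substrate (150 nM final) added. Kinetic fluorescence at 480/540 nm over 6 reads at 60 s intervals; 50 mM HEPES pH 7.8, 0.5 mM EDTA, 0.1 mg/ml BSA, 1 mM TCEP, 0.01% Tween-20.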
Vif-APOBEC3G blk: inhibitors of Vif-APOBEC3G interaction; Q9HC16; HeLa A3G-eYFP + Vif (tagged APOBEC3G with the HIV-1 protein that degrades it), YFP fluorescence, overnight; Potency, µM (doses to about 46.1 µM), for inactives: at the top dose activity, negative = active, usual class: inhibitors; 0.076% of 410,000 active;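 note: % is set by controls: 0 for no effect and ±100 for the full control effect; nearly all actives have a fitted effect of over 60% in size; hits raise eYFP signal because A3G escapes Vif-driven loss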
Target sequence (Q9HC16 whole entry, looked up): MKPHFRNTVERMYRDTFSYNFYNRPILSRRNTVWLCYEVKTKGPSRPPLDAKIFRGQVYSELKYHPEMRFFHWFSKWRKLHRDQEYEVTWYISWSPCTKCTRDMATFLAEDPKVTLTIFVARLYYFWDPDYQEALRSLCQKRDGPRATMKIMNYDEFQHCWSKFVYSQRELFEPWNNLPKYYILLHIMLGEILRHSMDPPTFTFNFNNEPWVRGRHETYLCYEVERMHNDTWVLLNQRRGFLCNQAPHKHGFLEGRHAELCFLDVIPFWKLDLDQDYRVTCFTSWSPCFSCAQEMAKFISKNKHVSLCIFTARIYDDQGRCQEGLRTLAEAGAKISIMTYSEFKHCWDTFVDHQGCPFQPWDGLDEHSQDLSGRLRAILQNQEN
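HeLa cells stably expressing Vif and C-terminally eYFP-tagged A3G, seeded overnight at 37 deg C, then exposed to compound by pintool overnight at 37 deg C. Rise in yellow fluorescence (Ex 488/Em 500-530, Acumen) marks blocked Vif-driven A3G degradation.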
TrxR1 substrate: rat thioredoxin reductase 1 substrate activity; O89049; purified TrxR1 substrate turnover, NADPH consumption readout; Potency, µM (highest dose often 114 µM), inactives show top-dose activity change, negative = substrate turnover; 0.01% of 390,000 active; AID 588456; note: % is set by controls: 0 for no effect and ±100 for the full control effect; nearly all actives have a fitted effect of over 50% in size
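Rat TrxR1, dispensed at 90 nM, was prereduced with 400 uM NADPH (final) for 5 min at ~22 deg C, then incubated with compound 15 min before 400 uM selenite. A first-read NADPH fluorescence drop versus no-compound background flagged substrates.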
* hit, by the source's call; i = inactive; ? = inconclusive; . = not tested or not shown; [ ] = dose if it differs, or a comment. Calls come from the whole dose curve; as a rule, active = well fitted curve in the direction sought with a large enough effect; inconclusive = small, poorly fitted or top-dose-only effect, or another doubt; inactive = no such curve, though single readings can be large; an effect the other way counts as inactive or inconclusive. Potency is the fitted concentration of half-maximal effect.

nr | canonical_smiles | RGS4 inh | Vif-APOBEC3F blk | ALOX12 inh | rTrxR1 inhibitor | IDH1 R132H inh
1 | CCOC(=O)NCc1ccc(S(=O)(=O)Nc2ccc(C)cc2)cc1 | -38% | . | 0%[57.4 µM] | 8% | 2%
2 | O=C(Cc1ncc(C(F)(F)F)cc1Cl)N1CCN(c2cccc(Cl)c2)CC1 | -24% | -1% | -23% | -12% | -1%
3 | CCOC(=O)CCCNC(=O)COc1ccccc1C#N | 24% | . | 2% | -4% | 6%
4 | CC(C)c1cnc2c(c1SCc1cccc(C(F)(F)F)c1)c(=O)n(C)c(=O)n2C | 16% | -2% | -20% | 11%[57.1 µM] | 11%
5 | CCCNC(=O)C(Cc1ccc(OC)cc1)NC(=O)c1ccc(Cl)cc1 (stereo not drawn) | -3% | 0% | -4% | 18% | -7%
6 | CCOC(=O)C1(Cc2ccccc2)CCCN(Cc2ccc(OCCO)cc2)C1 (stereo not drawn) | -9% | 15% | -11% | 10% | 0%
7 | O=C(c1ccccc1Cc1ccccc1)N1CCN(S(=O)(=O)c2ccccc2)CC1 | 4% | 6% | i | -5% | -8%
8 | Cc1ccc(NC(=O)N2CCC(C(=O)NCc3ccc(F)cc3)CC2)cc1 | -14% | ? | -25% | 13% | 3%
9 | C[C@@H]1CN([C@H](C)CO)C(=O)c2cc(Br)cnc2O[C@@H]1CN(C)C(=O)CC1CC1 | . | 1% | -6% | . | 11%
10 | CCN(CC)CCn1c(NCc2cccc(OC)c2OC)nc2ccccc21 | 10% | . | ? | 4%[2.29 µM] | 16%
11 | COCCNC(=O)CN(C(=O)CCC(=O)Nc1ccccn1)c1ccccc1OC | 16% | -5% | 17% | 24% | -1%
12 | O=C(Cc1cccc2ccccc12)Nc1nc2ccccc2[nH]1 | -15% | -2% | 12% | 14% | 15%
13 | CCn1c(SCC(=O)N(C)C2CCS(=O)(=O)C2)nnc1-c1ccccc1 (stereo not drawn) | 37% | 9% | -4% | 3% | -11%
14 | COc1cccc(C(=O)NC(=S)Nc2ccc(Cl)cc2C(=O)O)c1 | -44% | 1% | ? | 21%[0.0914 µM] | 11%
15 | O=C(O)CCC(=O)N1CCc2cc(S(=O)(=O)NCc3cccs3)ccc21 | -21% | -7% | -5% | 4%[57.1 µM] | 1%

nr | RXFP1 ag | USP1-UAF1 inh | Vif-APOBEC3G blk | TrxR1 substrate
1 | -2.3% | -17% | 2% | 2%
2 | 0.0% | -23% | 4% | -4%
3 | 2.6% | -22% | 1% | 1%
4 | 4.2% | ? | -1% | 0%[57.1 µM]
5 | 0.7% | ? | 1% | 5%
6 | 4.0% | -15% | 8% | 0%
7 | -1.3% | 3% | 0% | -8%
8 | -1.1% | -16% | -5% | 6%
9 | . | -24% | -4% | .
10 | -2.0% | -10% | 1% | -8%
11 | 0.7% | -19% | -1% | 7%
12 | 1.7% | -4% | -9% | 4%
13 | 1.6% | -8% | 2% | 4%
14 | 8.9% | -21% | -1% | 19%
15 | 0.6% | -13% | -2% | 9%[57.1 µM]

(next part)
nr | canonical_smiles | RGS4 inh | Vif-APOBEC3F blk | ALOX12 inh | rTrxR1 inhibitor | IDH1 R132H inh
16 | CCn1ncc(CN2CCC(Oc3ccc(C(=O)N4CCCC4)cc3)CC2)c1C | -25% | -10% | 1% | -5% | -11%
17 | CCOc1ccc(NC(=O)CN(c2ccc(Cl)cc2C)S(=O)(=O)c2ccccc2)cc1 | 23% | 2% | -1% | 14% | -1%
18 | CC1(C)C[C@H](O)[C@@]23C[C@@H](OC2=O)[C@]2(C)C(=CCC4[C@@]5(C)CC[C@H](O)C(C)(C)C5CC[C@]42C)[C@@H]3C1 (stereo partly drawn) | 13% | -6% | 15% | 27%[57.1 µM] | -8%
19 | O=C(c1ccc2ccccc2n1)N1CCN(Cc2c(F)cccc2Cl)CC1 | -3% | 8% | 10% | -7%[57.1 µM] | 0%
20 | CSc1nsc(SCC(=O)Nc2ccccc2C(N)=O)n1 | 13% | 1% | -21% | 13%[57.1 µM] | -2%
21 | Cn1cc(CNCc2cnc3ccccn23)c(-c2ccc(Oc3ccccc3)cc2)n1 | -6% | 23% | -1% | 24% | 0%
22 | CC[C@H](C)[C@@H]1NC(=O)[C@H]([C@@H](C)CC)NC(=O)[C@@H](CC(C)C)NC(=O)[C@H](Cc2ccccc2)NC(=O)[C@H](Cc2ccccc2)NC(=O)[C@@H]2CCCN2C(=O)[C@@H]2CCCN2C(=O)[C@H](C(C)C)NC(=O)[C@H](CC(C)C)NC1=O | -1% | -22% | ? | -5% | -5%
23 | Cn1ccnc1CN1CCN(C(=O)c2cc(COc3ccc(F)c(F)c3)on2)CC1 | -15% | 7% | 10% | -15% | 4%
24 | COC(=O)c1c(-c2ccc(Cl)cc2)noc1N1CCN(c2ccccc2F)CC1 | 25% | -5% | -2% | -6% | 9%
25 | O=S(=O)(/C=C/c1ccccc1)N1CCN(Cc2ccccc2)CC1 | 0% | 8% | -7% | 9%[57.1 µM] | 24%
26 | COc1ccc(Cn2ccnc2)cc1Br | 4% | -3% | -3% | -5% | -4%
27 | CSCCC1NC(=O)N(CC(=O)Nc2ccc(N3CCCCC3)cc2)C1=O (stereo not drawn) | -19% | -4% | 17% | 2% | 3%
28 | O=Nc1c(-c2ccccc2)cc2ccccn12 | -1% | -7% | -18% | ? | 0%
29 | CC(=O)Nc1c(Cl)cc(Cl)c2c1Cc1cc(Cl)ccc1-2 | 20% | -10% | -11% | 0%[2.29 µM] | -8%
30 | COc1ccc(NC(=O)CN2C(=O)COc3ccc(S(=O)(=O)N4CCCCC4)cc32)c(OC)c1 | 22% | -6% | -13% | -5% | -1%

nr | RXFP1 ag | USP1-UAF1 inh | Vif-APOBEC3G blk | TrxR1 substrate
16 | -0.3% | -20% | 1% | -8%
17 | 0.3% | 1% | 6% | -8%
18 | . | -14% | 0% | 8%[57.1 µM]
19 | 3.1% | 0% | -3% | -1%[57.1 µM]
20 | -2.4% | -24% | 0% | 3%[57.1 µM]
21 | 1.2% | -19% | 2% | 3%
22 | . | -16% | ? | -6%
23 | 2.2% | 2% | 0% | -8%
24 | -1.6% | -16% | 1% | -8%
25 | 1.9% | 4% | -4% | 1%[57.1 µM]
26 | 4.0% | -10% | 1% | -5%
27 | 0.4% | -19% | 0% | 3%
28 | -0.2% | -14% | -4% | -11%
29 | . | -13% | 0% | 7%[57.1 µM]
30 | 1.5% | -23% | -4% | -10%

Single records, from the list above. Screens in order: RGS4 inh, Vif-APOBEC3F blk, ALOX12 inh, rTrxR1 inhibitor, IDH1 R132H inh, RXFP1 ag, USP1-UAF1 inh, Vif-APOBEC3G blk, TrxR1 substrate
CSc1nsc(SCC(=O)Nc2ccccc2C(N)=O)n1 in the list: 13%, 1%, -21%, 13%[57.1 µM], -2%, -2.4%, -24%, 0%, 3%[57.1 µM]
COc1ccc(NC(=O)CN2C(=O)COc3ccc(S(=O)(=O)N4CCCCC4)cc32)c(OC)c1 in the list: 22%, -6%, -13%, -5%, -1%, 1.5%, -23%, -4%, -10%

(continued)
nr | canonical_smiles | RGS4 inh | Vif-APOBEC3F blk | ALOX12 inh | rTrxR1 inhibitor | IDH1 R132H inh
31 | O=C(CS(=O)(=O)c1ccc2ccccc2c1)N1CCCCCC1 | 1% | -7% | 19% | 6%[57.1 µM] | -2%
32 | Cc1nc(CCNC(=O)c2cccs2)cs1 | 18% | -2% | 10% | 23% | 8%
33 | Cc1nc2ccccc2c(=O)n1/N=C/c1ccc(OC(F)F)cc1 | 3% | 11% | 0% | 5%[57.1 µM] | 3%
34 | Cc1nc2oc3c(=O)[nH]cnc3c2c2c1COC(C)(C)C2 | 0% | 10% | 19% | 12% | 13%
35 | Cc1cc(S(=O)(=O)N2CCC(N3CCCCC3)CC2)ccc1-n1cnnn1 | 10% | 1% | 3% | 3% | 0%
36 | CCc1cc(C(=O)Nc2c(C)nn(Cc3ccccc3Cl)c2C)no1 | 0% | -3% | -7% | 8% | 0%
37 | COc1ccc(C2(O)CCN(C(=O)NC3CCCCC3)CC2)cc1 | -21% | 9% | -16% | 6%[57.1 µM] | 2%
38 | COC(=O)Nc1nc2ccc(Br)cc2s1 | -8% | -25% | -22% | 15%[11.4 µM] | 9%
39 | Cc1cccc(C)c1NC(=O)CN(C)C(=O)c1cccc(S(=O)(=O)N2CCN(c3ccccc3)CC2)c1 | -21% | ? | 3% | -4% | 4%
40 | Cc1ccc(C(=O)Nc2ccccc2C(=O)NCc2ccco2)cc1S(=O)(=O)N1CCCCC1 | -3% | 2% | 0% | 33%[57.1 µM] | -4%

nr | RXFP1 ag | USP1-UAF1 inh | Vif-APOBEC3G blk | TrxR1 substrate
31 | 1.8% | -9% | 2% | 6%[57.1 µM]
32 | -0.5% | -10% | -1% | 9%
33 | 1.2% | ? | -2% | -7%
34 | 24% | -7% | 1% | 31%[activator]
35 | 0.9% | -16% | -4% | -4%
36 | 0.1% | -4% | -3% | 1%
37 | -0.3% | -14% | -6% | 3%[57.1 µM]
38 | 0.0% | -21% | -2% | 10%
39 | 2.3% | -15% | 0% | -9%
40 | 1.4% | -21% | -1% | 2%[57.1 µM]

Only part of the results is shown; count on the stated rates, not on these rows.
